PKM2 activator: PKM2 (human) enzyme activation. purified PKM2, Kinase-Glo ATP luminescence, activation; response scale: 0% is enzyme alone, no compound. Potency, µM (series often up to 57.5 µM), without a hit: at the top dose activation, hits mostly activators. 0.34% of 260,000 active. AID 1631; further: potency means the concentration at half of the fitted maximal effect; on the % scale 0 is the no-effect control and ±100 the full control effect; nearly all actives have a fitted effect of over 55% in size
Target sequence (P14618 whole entry, looked up): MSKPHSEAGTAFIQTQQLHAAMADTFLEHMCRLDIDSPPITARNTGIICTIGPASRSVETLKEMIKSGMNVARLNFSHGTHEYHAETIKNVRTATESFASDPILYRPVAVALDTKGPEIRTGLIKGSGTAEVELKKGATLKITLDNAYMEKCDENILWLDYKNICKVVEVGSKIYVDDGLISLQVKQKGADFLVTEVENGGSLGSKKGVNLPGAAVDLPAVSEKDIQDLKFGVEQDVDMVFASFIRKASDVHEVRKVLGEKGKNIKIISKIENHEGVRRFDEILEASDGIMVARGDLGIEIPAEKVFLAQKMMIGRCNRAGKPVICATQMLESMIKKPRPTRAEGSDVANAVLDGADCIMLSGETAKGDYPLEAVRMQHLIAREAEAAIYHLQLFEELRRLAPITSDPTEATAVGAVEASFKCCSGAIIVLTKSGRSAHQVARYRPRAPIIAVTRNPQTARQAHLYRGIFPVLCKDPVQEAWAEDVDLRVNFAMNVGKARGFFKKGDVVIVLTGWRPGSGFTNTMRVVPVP
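ATP formation by purified human PK-M2, quantified via coupled luciferase luminescence after 1 h at room temperature with 0.1 mM ADP and 0.5 mM PEP final.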
Rab9 promoter act: Rab9 promoter activation; Potency, µM (doses to about 9.22 µM), for inactives: at the top dose activation, negative = inhibition, usual class: activators; Huh7 Rab9 promoter-luciferase reporter, luminescence, 24 h; 2.8% of 320,000 active; AID 485297; further: potency means the concentration at half of the fitted maximal effect; % of control where 0% means no effect; nearly all actives have a fitted effect of over 60% in size
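Luciferase signal after 10 min detection reagent at ambient indicates Rab9 promoter upregulation; stably transfected Huh7 cells were treated 24 h with compound in DMSO at 37 °C, 5% CO2.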
NPC1 prom act: activates the NPC1 promoter; AID 485313; Potency, µM (doses to about 9.22 µM), for the others: at the top dose activation, actives largely listed as activators; 2.4% of 320,000 active; Huh7 NPC1 promoter luciferase reporter, 24 h;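 further: potency means the concentration at half of the fitted maximal effect; % of control where 0% means no effect; nearly all actives have a fitted effect of over 60% in size; reporter is driven by a mutant NPC1 promoter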
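Stably transfected Huh7 (NPC1 promoter→luciferase), 1500 cells/well in Opti-MEM + 10% FBS, 2 h settle, then compound 24 h at 37 °C. Luminescence after 10 min with Amplite reagent.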
Gal4-VP16 FLuc: Gal4-VP16 reporter inhibition counter-screen. 3.5% of 310,000 active. AID 2546. Potency, µM (series often up to 53.6 µM), for the others: top-dose activity, negative = inhibition, usual class: inhibitors. Drosophila S2 Gal4-VP16 UAS-luciferase, luminescence, 20 h;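 further: Gal4-VP16 expression switched on by copper sulfate through the metallothionein promoter; potency means the concentration at half of the fitted maximal effect; on the % scale 0 is the no-effect control and ±100 the full control effect; nearly all actives have a fitted effect of over 50% in size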
BRCA1 expr act: increases BRCA1 expression; AID 624202; MCF7-BRCA1-FFLuc reporter, luminescence, 48 h; response scale: scaled: vehicle 0%, 10 µM genistein 100%; Potency, µM (highest dose often 46.1 µM), for inactives: at the top dose activation, actives largely listed as activators; 1.1% of 380,000 active; further: potency means the concentration at half of the fitted maximal effect; nearly all actives have a fitted effect of over 80% in size; some results filed as inactive show a strong effect at the top dose
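48 h compound treatment of MCF7-BRCA1-FFLuc cells (phenol-red free MEM, 37 °C), then 15 min with luciferase substrate and luminescence imaging.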
Giardia kill: kills Giardia lamblia; Giardia lamblia trophozoite viability; activity change, % at 7.66 µM, hits read low; 0.15% of 340,000 active; AID 540267; in the data active means activity change below about -80%; inconclusive means between about -30% and that limit;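 further: parasites exposed to compound for two days anaerobically before the ATP read; on the % scale 0 is the no-effect control and ±100 the full control effect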
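Killing of trophozoites was scored by loss of ATP luminescence after a 48 hrs anaerobic exposure to compounds at 37 deg C, using 100 cells per well.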
ELG1 genotox: genotoxicity induction in ELG1-luciferase HEK293T cells; Potency, µM (doses to about 46 µM), without a hit: at the highest dose activity change, positive = activation, most hits filed as activators; HEK293T ELG1-luciferase reporter, luminescence, 16 h; 1.3% of 330,000 active; further: potency means the concentration at half of the fitted maximal effect; % of control where 0% means no effect; nearly all actives have a fitted effect of over 60% in size
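Cells (2,000/well) expressing the ELG1-luciferase fusion are dosed by pin tool and kept 16 hr at 37 °C, 5% CO2. Signal comes from ONE-Glo luciferase reagent after 30 min at room temperature.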
Menin MLL FP TR: inhibitors of human menin-MLL interaction, mutant MLL peptide; Potency, µM (top dose mostly 61.6 µM), for the others: top-dose FP activity change, negative = inhibition, hits mostly inhibitors; O00255; Menin + Texas Red MLL mutant peptide, fluorescence polarization; 0.23% of 270,000 active; active means well fitted inhibition curve with a large enough effect in the polarisation, with a control signal flat, not every such curve was filed as active; inconclusive means small, poorly fitted or top-dose-only effect, or effect the other way, or a change in a side signal; inactive means no such curve, though single readings can be large or run the other way; the % refers to the polarisation; further: potency means the concentration at half of the fitted maximal effect; % of control where 0% means no effect; many of its hits are not listed in these tables
FLuc modulator: counter-screen for miR-21 project: firefly luciferase inhibitors or activators. P08659. purified FLuc, Km substrates, luminescence inhibition. Potency, µM (titrated, usually from 57.5 µM), inactives show at the highest dose activity change, negative = inhibition, actives largely listed as inhibitors. 6.9% of 360,000 active. AID 588342;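 further: potency means the concentration at half of the fitted maximal effect; plate controls were vehicle for no effect and reference inhibitor for full effect; nearly all actives have a fitted effect of over 55% in size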
Target sequence (P08659 whole entry, looked up): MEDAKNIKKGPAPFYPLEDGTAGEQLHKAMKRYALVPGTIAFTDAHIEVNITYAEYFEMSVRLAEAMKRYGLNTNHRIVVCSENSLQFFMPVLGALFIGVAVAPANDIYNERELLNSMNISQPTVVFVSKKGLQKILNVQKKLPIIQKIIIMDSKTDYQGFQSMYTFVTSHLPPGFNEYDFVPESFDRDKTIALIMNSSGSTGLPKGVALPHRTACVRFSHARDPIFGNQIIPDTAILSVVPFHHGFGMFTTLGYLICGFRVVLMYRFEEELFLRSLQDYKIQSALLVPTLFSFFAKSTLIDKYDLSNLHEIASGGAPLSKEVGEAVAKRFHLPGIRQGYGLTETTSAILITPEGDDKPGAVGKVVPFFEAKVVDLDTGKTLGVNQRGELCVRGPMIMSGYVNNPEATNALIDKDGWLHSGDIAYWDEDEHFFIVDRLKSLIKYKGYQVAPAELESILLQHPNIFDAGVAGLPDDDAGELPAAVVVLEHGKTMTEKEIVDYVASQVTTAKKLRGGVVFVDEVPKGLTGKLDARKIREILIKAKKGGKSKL
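Biochemical qHTS of compounds, final roughly 60 µM downward over six points, against 10 nM purified firefly luciferase using Km concentrations of substrates (10 uM D-luciferin, 10 uM ATP) in Tris acetate pH 7.5 buffer; luminescence output.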
RORg inh: inhibitors of mouse ROR gamma transcriptional activity; P51450; Drosophila S2 Gal4-RORgamma UAS-luciferase reporter, 20 h; Potency, µM (titrated, usually from 53.6 µM), inactives show top-dose activity change, negative = inhibition, hits mostly inhibitors; 5.4% of 310,000 active; further: potency means the concentration at half of the fitted maximal effect; on the % scale 0 is the no-effect control and ±100 the full control effect; nearly all actives have a fitted effect of over 60% in size
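Compounds are pin-transferred onto Drosophila Schneider cells expressing a copper-inducible Gal4–ROR gamma transactivation domain fusion. After 1 hr, copper sulfate is added to 700 uM final; luciferase is read 20 hr later.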
p53 reactivator: restores transcriptional activity of mutant p53; H1299 p53-A138V BP100-luciferase reporter, luminescence, 24 h; Potency, µM (top dose mostly 92.2 µM), for inactives: at the highest dose activity change, positive = activation, actives largely listed as activators; 0.063% of 320,000 active; AID 504706; further: potency means the concentration at half of the fitted maximal effect; % of control where 0% means no effect; nearly all actives have a fitted effect of over 45% in size
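H1299 (p53-null), stable ts p53-A138V + BP100-Luc; 1000 cells/well, Opti-MEM/10% FBS; cpd 4 pt, 1:5; 24 h, 37 deg C, 5% CO2; detection reagent 10 min RT; luminescence.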
* = called active by the depositor; ? = inconclusive; . = not tested or not shown; & = joins results of further samples; [ ] = dose if it differs, or a comment. Unless noted, the call rests on the fitted dose curve; in most records, active means well fitted curve in the direction sought with a large enough effect; inconclusive means small, poorly fitted or top-dose-only effect, or another doubt; inactive means no such curve, though single readings can be large; an effect the other way counts as inactive or inconclusive. Not all compounds are listed (hit frequency here may not be typical).

SMILES	PKM2 activator	Rab9 promoter act	NPC1 prom act	Gal4-VP16 FLuc	BRCA1 expr act	Giardia kill	ELG1 genotox	Menin MLL FP TR	FLuc modulator	RORg inh	p53 reactivator
O=C(O)C(Cc1ccccc1)N1CCS(=O)(=O)CC1 (centres undefined)	10%	16%	7%	9%	0%	3	1%	13%	-3%	-1%	-4%
O=C(CNCCCO)Nc1cc(C(F)(F)F)cc(NC(=O)CNCCCO)c1Cl	1%	-6%	-2%	0%	30%	9	1%	3%	1%	0%	5%
CC(C)C(=O)NC(NC(=O)C(C)C)c1ccc([N+](=O)[O-])cc1	-7%	0%	3%	0%	-2%	22	1%	-4%	0%	20%	-2%
O=C(NC(=S)Nc1cccc([N+](=O)[O-])c1)c1ccccc1	-1%	4µM*	?	-6%	11µM*	9	14%	.	?	?	?
COC(=O)c1c(NC(=O)C(=O)NCC2CCCO2)sc2c1CC(C)(C)OC2 (centres undefined)	.	0%	-1%	-1%	0%	?	0%[9.26 µM]	2%	7%	-25%	-7%
COc1ccc(C(=O)N(C(C)C)C(C)C)c(OC)c1	-5%	0%	-3%	-8%	0%	-7	4%	-13%	1%	-5%	2%
CC1CN(C(=O)CS(=O)(=O)Cc2ccccc2)CC(C)O1 (centres undefined)	.	-1%	-1%	-4%	11%	-5	3%	.	3%	-25%	3%
CCOc1ccc(CC(=O)N/N=C/c2cccnc2)cc1OCC	-4%	-8%	1%	1%	-9%	-1	2%	.	0%	-8%	-4%
Cc1cc(C)n(CC(=O)Nc2ccc([N+](=O)[O-])cc2)n1	-5%	-5%	-2%	-21%	-6%	25	0%	23%	1%	4%	0%
O=C(CCCCCN1C(=O)c2cccc([N+](=O)[O-])c2C1=O)Nc1ccccc1F	2%	8%	-4%	5%	0%	-12	2%	-3%	-1%	-32%	7%
CCN(CC)CCn1c(=N)n(CC(O)COc2cccc(C)c2)c2ccccc21 (centres undefined)	?	-14%	-3%	?	-76%	-15	-10%	?	-1%	-23%	-10%
COC(=O)c1ccc2c(c1)sc(=NC(=O)CCS(=O)(=O)c1ccccc1)n2C	.	-1%	-1%	.	-3%	3	4%	.	-2%	.	8%
CC1(C)O[C@@H]2[C@H](O1)[C@@H](CO)O[C@H]2n1cnc2c(=O)[nH]cnc21	.	-18%	4%	.	0%	11	3%	.	0%	.	-3%
CC(=O)Nc1ccc(NC(=O)CN(C)S(=O)(=O)c2ccc3ccccc3c2)cc1	-11%	0%	2%	5%	0%	-2	-8%	.	-2%	25%	-8%
c1ccc2cc(-c3csnn3)ccc2c1	7%	20%	8%	-14%	3%	4	9%	18%	?	31%	2%
COc1cc(NS(=O)(=O)c2cc3c(cc2C)NC(=O)CO3)cc(OC)c1	7.1µM*	1%	-1%	-12%	-12%	-14	-2%	13%	3%	25%	2%
Cc1ccc([N+](=O)[O-])cc1NC(=S)NC(=O)c1cccnc1	-14%	-5%	-5%	-24%	-4%	15	-3%	5%	-2%	13µM*	2%
Cc1cc(NC(=O)CSc2nnc(C3CC3)n2N)no1	6%	6%	0%	-8%	0%	-4	-3%	12%	3%	-18%	3%
COc1ccccc1/C=N/Nc1nc(C)cc(C)n1	0%	19%	20%	-8%	0%	-16	-20%	.	?	2%	15%
COc1cccc(OC)c1C(=O)Nc1ccc([N+](=O)[O-])cn1	3%	-1%	-2%	0%	-15%	-1	-2%	-10%	0%	8%	-3%

Fetched by compound from above, 2 records:
SMILES	PKM2 activator	Rab9 promoter act	NPC1 prom act	Gal4-VP16 FLuc	BRCA1 expr act	Giardia kill	ELG1 genotox	Menin MLL FP TR	FLuc modulator	RORg inh	p53 reactivator
COc1cc(NS(=O)(=O)c2cc3c(cc2C)NC(=O)CO3)cc(OC)c1	7.1µM*	1%	-1%	-12%	-12%	-14	-2%	13%	3%	25%	2%
CCOc1ccc(CC(=O)N/N=C/c2cccnc2)cc1OCC	-4%	-8%	1%	1%	-9%	-1	2%	.	0%	-8%	-4%

(further entries)
SMILES	PKM2 activator	Rab9 promoter act	NPC1 prom act	Gal4-VP16 FLuc	BRCA1 expr act	Giardia kill	ELG1 genotox	Menin MLL FP TR	FLuc modulator	RORg inh	p53 reactivator
COc1ccc(N2C(=O)CC(N(Cc3ccco3)C(=O)CCC(=O)O)C2=O)cc1 (centres undefined)	-7%	-1%	-3%	-8%	-3%	-4	0%	2%	1%	13%	2%
COC(=O)CSc1nc(N)c(C#N)c(-c2ccco2)c1C#N	0%	0%	0%	8%	2%	12	3%	-1%	-1%	11%	-9%
O=[N+]([O-])c1ccc(OCCO)c(P(=O)(c2ccccc2)c2ccccc2)c1	3%	11%	-1%	-11%	-3%	35[activator]	6%	.	5%	44%	-5%
Cc1ccccc1CSc1ncc(C#N)c(N)n1	8%	-1%	-3%	6%	2%	-12	0%	1%	-6%	18%	?
N#Cc1ccccc1Sc1ccccc1C(=O)Nc1ccc(Br)cc1	-3%	0%	-1%	-2%	-43%	-13	-3%	15%	-1%	2%	-14%
O=C(N/C(=C\c1cn(-c2ccccc2)nc1-c1ccc(Cl)cc1)C(=O)N1CCOCC1)c1ccccc1	7%	-1%	-5%	-1%	.	.	6%	-10%	7%	6%	-10%
O=C(c1ccco1)N1CCN(Cc2cc(=O)c(OCc3ccc([N+](=O)[O-])cc3)co2)CC1	.	-4%	1%	.	-17%	?	0%	.	5%	.	5%
COc1ccc(OC)c(NC(=O)C2CCN(S(=O)(=O)c3ccc4c(c3)OCCO4)CC2)c1	.	0%	1%	.	-12%	2	2%	.	0%	.	0%
O=C(CCNS(=O)(=O)c1cccc2nsnc12)NCc1ccccc1	0%	-4%	0%	14%	6%&16%	-17	-7%	7%	-1%&1%	19%	0%
CCOc1cnc(-c2ccc(Cl)cc2)o1	-5%	15%	0%	25%	35%	-8	9%	0%	21µM*	-4%	11%
O=C(NCc1ccccc1Cl)C1CCCN1C(=O)NC1CCCCC1 (centres undefined)	-5%	-3%	-4%	-2%	-20%	-12	0%	-5%	1%	4%	.
CCOC(=O)/C(C#N)=C1/C=CN(C)C=N1	4%	-2%	-6%	1%	13%	-4	-5%	-21%	1%	25%	8%
Cc1ccc(NC(=O)CCNS(=O)(=O)c2ccc3c(c2)c(=O)n(C)c(=O)n3C)cc1C	-7%	-1%	-3%	-6%	4%	-2	2%	4%	-5%	11%	2%
CC(COc1cccc2ccccc12)CN1CCN(C)CC1 (centres undefined)	-7%	5%	-4%	-8%	-30%	10	-6%	-10%	2%	-31%	2%
CCC1(CC)Nc2ccccc2C(=O)N1c1ccc(OC)cc1	-9%	2.5µM*	2µM*	-23%	?	-15	?	.	11µM*	-34%	9%
COc1cccc(C2=NOC(C(=O)Nc3cc(OC)c(OC)c(OC)c3)C2)c1 (centres undefined)	0%	12%	-4%	-8%	-31%	12	-6%	-24%	2%	43%	8%
COc1ccc(-n2c(SCC(C)=O)nc3sc(C)c(C)c3c2=O)cc1	1%	0%	-5%	-4%	0%	-19	6%	-12%	0%	2%	.
COc1cccc2[nH]c3c(N4CCC(C)CC4)ncnc3c12	-12%	6%	5%	-22%	-49%	6	-19%	-10%	?	-3%	1%
Cc1ccc2nc(SCC(=O)NCc3ccc(F)cc3)nc(=O)n2c1	.	1%	-3%	.	-8%	11	-1%	.	-2%	.	6%
CCN(C(=O)COc1cc(=O)n(C)c2ccccc12)c1cccc(Cl)c1	0%	0%	1%	0%	0%[1.84 µM]	24	3%	.	0%	-19%	0%
COc1ccccc1-c1noc(CCC(=O)Nc2cc(C(F)(F)F)ccc2Cl)n1	8%	8%	1%	7%	-35%	10	-16%	0%	19µM*	?	1%
CCN(C(=O)COC(=O)/C=C/c1cccc(Cl)c1)c1c(N)n(Cc2ccccc2)c(=O)[nH]c1=O	.	0%	-8%	.	-13%	-10	-1%	.	7%	.	-11%
CC(CNC(=O)CCS(=O)(=O)c1ccc2c(c1)NC(=O)CO2)c1ccccc1 (centres undefined)	.	-2%	0%	-14%	-4%	-11	4%	.	3%	1%	3%
CC1Oc2ccccc2OC1C(=O)Nc1ccccn1 (centres undefined)	0%	-1%	9%	2%	-57%	17	0%	0%	1%	-27%	-6%
COc1cccc(C(=O)N/N=C(\C)c2ccc(NC(=O)Cc3ccccc3)cc2)c1OC	-3%	20%	1%	-4%	45%	-4	?	?	2%	4%	15%
COc1ccc(C(=O)NCCSCc2ccccc2)cc1OC	-2%	-10%	1%	-10%[10 µM]	-11%	10	10%	15%	1%	13%	-1%
CCCc1ccc(OCc2ccc(C(=O)N/N=C/c3cccnc3)o2)cc1	.	0.45µM*	0.4µM*	-8%	44%	-21	0.82µM*	.	?	?	7%
CCOC(=O)c1ccc(-c2cc(C)no2)[nH]1	-3%	0%	2%	2%	-30%	6	0%	-12%	-19%	24%	19%
Cc1cc(NC(=O)CSc2nc3ccsc3c(=O)n2CCCCC(=O)O)no1	-7%	-7%	-1%	-3%	9%	-2	5%	-27%	-1%	5%	-3%

Compound activity: PubChem, National Center for Advancing Translational Sciences (NCATS)
